hK5 inh: kallikrein 5 (human) inhibition; Q9Y337; inhibition, % at 5 µM; recombinant hK5, fluorogenic AMC substrate cleavage; 210,000 compounds, 0.59% hits;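 active means inhibition of 40% or more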;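 further: 0% = enzyme controls without compound and 100% = no-enzyme blanks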
Target sequence (Q9Y337 67-293 limits assumed): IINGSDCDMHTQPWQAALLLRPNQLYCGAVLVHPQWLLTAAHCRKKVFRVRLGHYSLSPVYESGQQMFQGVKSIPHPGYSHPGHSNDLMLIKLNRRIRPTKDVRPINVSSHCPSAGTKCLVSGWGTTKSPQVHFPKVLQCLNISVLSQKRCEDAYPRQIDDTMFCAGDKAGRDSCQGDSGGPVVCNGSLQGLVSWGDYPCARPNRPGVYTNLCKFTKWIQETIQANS
FXIa inh: blocks human coagulation factor XIa protease activity; purified FXIa, Boc-Glu-Ala-Arg-AMC fluorogenic substrate; inhibition, % at 5 µM; 220,000 compounds, 0.14% hits;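 active means inhibition of at least 40%; inactive means inhibition below 40%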;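 further: fluorescence of freed AMC excited at 355 nm; 0% = enzyme without compound and 100% = no enzyme blank; many of its hits are not listed in these tables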
thrombin 1536: thrombin (human) inhibition; alpha-thrombin, Boc-VPR-AMC fluorogenic substrate cleavage; AID 1046; P00734; 220,000 compounds, 0.26% hits; inhibition, % at 5 µM;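 active means inhibition at or above 40%; inactive means inhibition below 40%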;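 further: 0% = enzyme with no compound and 100% = wells without enzyme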
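System: human alpha-thrombin protein; Compound dosing: one concentration per compound, 5 µM, with 0.2% DMSO; Timing: reaction at room temperature; Technique: AMC fluorescence, 355/460 nm; Controls: enzyme without compound as high, wells lacking enzyme as low.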
Furin inhibitor: inhibitors of human furin. P09958. AID 463115. purified furin, fluorogenic substrate cleavage. inhibition, % at 30 µM. 220,000 compounds, 0.061% hits; in the data active means inhibition above about 25%; further: inactives centre near -15
m-calpain inh: blocks pig calpain II enzyme activity. purified calpain II, fluorogenic peptide substrate, 30 min. inhibition, % at 16 µM. 220,000 compounds, 0.37% hits. AID 1236;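 active means inhibition above about 50%, limit read from the data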
FXIIa inh 1536: inhibitors of human coagulation factor XIIa. purified FXIIa, Boc-QGR-AMC fluorogenic substrate, 2 h. inhibition, % at 5 µM. P00748. 220,000 compounds, 0.3% hits; in the data active means inhibition above about 40%;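 further: 0% = enzyme with no compound and 100% = blank without enzyme; many of its hits are not listed in these tables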
KCC2 mod: modulates chloride dependent transport by human KCC2; B-score of Tl+ flux slope (higher = more flux/activation; lower = inhibition) at 10 µM; 190,000 compounds, 2.2% hits; Q9H2X9; KCC2 cells, thallium flux FluoZin-2 fluorescence; AID 1456;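 active means thallium flux slope and its plate-corrected score both differing from the plate sample mean at a set confidence after two filtering rounds, in either direction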;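 further: slope of fluorescence scaled to starting intensity during 10 to 20 s after thallium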
Rad51 HR inh: blocks human Rad51 in homologous recombination | AID 1385 | hRad51 DNA strand exchange, fluorescence dequenching | Q06609 | 200,000 compounds, 0.085% hits | inhibition, % at 10 µM;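 active means inhibition above 40% at the single screening dose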;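 further: 0% = DMSO control wells and 100% = blanks with heterologous ssDNA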
Target sequence (Q06609 whole entry, looked up): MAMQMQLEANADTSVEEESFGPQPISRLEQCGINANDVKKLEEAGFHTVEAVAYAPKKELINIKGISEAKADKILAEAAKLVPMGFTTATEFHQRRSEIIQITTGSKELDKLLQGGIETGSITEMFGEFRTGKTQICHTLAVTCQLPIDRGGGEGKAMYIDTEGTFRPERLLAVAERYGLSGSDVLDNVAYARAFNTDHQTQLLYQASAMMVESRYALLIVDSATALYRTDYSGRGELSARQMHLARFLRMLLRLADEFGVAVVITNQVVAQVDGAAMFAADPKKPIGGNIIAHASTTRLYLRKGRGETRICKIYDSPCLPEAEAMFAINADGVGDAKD
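Assay system: Human Rad51 nucleoprotein filaments preassembled on unlabelled ssDNA | Reagent: Donor/quencher-labelled 47-bp dsDNA substrate | Doses: One concentration, 10 µM final | Times: 37 °C 15-min filament assembly, 30-min compound preincubation, 15-min exchange | Technique: Fluorescein emission 520 nm, excitation 485 nm | Benchmarks: Plate control and blank wells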
PERK inhibitor: human PERK inhibition, primary cell-based screen; inhibition, % at 5.6 µM; CHO PERK-DD fusion, SEAP luminescence translation reporter; 220,000 compounds, 0.17% hits;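 active means inhibition above the mean inhibition of all tested compounds plus 3 SD, set separately per screening campaign, cut at about 2.9% in these data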;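 further: PERK kinase domain activated by AP20187 dimerizer at 100 nM; 0% = DMSO with dimerizer and 100% = rapamycin at 8.4 µM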
An asterisk follows results filed as active; i = inactive; x = not tested or not shown; [ ] = another dose, or the depositor's remark. The list is partial (hit frequency here may not be typical).

Start of the listing, in advance (five entries):
(1) CC1CCCCC1NC(=O)/C(C#N)=C/c1ccc(F)c(F)c1 (stereo not drawn)
(2) Cc1ccc(N=Nc2ccc(O)c3ncccc23)cc1C
(3) CNS(=O)(=O)c1ccc(N=Cc2c(C)[nH]n(-c3ccc(C)cc3C)c2=O)cc1
(4) COc1ccc2c(c1OC)C(=O)N1N=C(c3ccc(F)cc3)CC21 (stereo not drawn)
(5) CC(=O)O[C@H]1CSC[C@H]1NC(=O)c1ccccc1
compound no. | 1 | 2 | 3 | 4 | 5
hK5 inh | -16 | -15 | 3 | -1 | -29
FXIa inh | 0 | -4 | 3 | 1 | 7
thrombin 1536 | -6 | 11 | -6 | -6 | -6
Furin inhibitor | -18 | -14 | -15 | -17 | -32[20 µM]
m-calpain inh | -1 | -23 | -26 | 13 | 0
FXIIa inh 1536 | 7 | 6 | 12 | 8 | 13
KCC2 mod | 0.35 | 8.2* | 0.024 | 0.24 | 0.83
Rad51 HR inh | 0 | -3 | 4 | -6 | -3
PERK inhibitor | 0.5 | 0.1 | 0.0 | -0.3 | -0.2

Main list, from the start:
(1) CC1CCCCC1NC(=O)/C(C#N)=C/c1ccc(F)c(F)c1 (stereo not drawn)
(2) Cc1ccc(N=Nc2ccc(O)c3ncccc23)cc1C
(3) CNS(=O)(=O)c1ccc(N=Cc2c(C)[nH]n(-c3ccc(C)cc3C)c2=O)cc1
(4) COc1ccc2c(c1OC)C(=O)N1N=C(c3ccc(F)cc3)CC21 (stereo not drawn)
(5) CC(=O)O[C@H]1CSC[C@H]1NC(=O)c1ccccc1
(6) CC(CC(=O)N1CCN(c2ccc(C(F)(F)F)cn2)CC1)n1ccnc1 (stereo not drawn)
compound no. | 1 | 2 | 3 | 4 | 5 | 6
hK5 inh | -16 | -15 | 3 | -1 | -29 | 14
FXIa inh | 0 | -4 | 3 | 1 | 7 | 1
thrombin 1536 | -6 | 11 | -6 | -6 | -6 | -1
Furin inhibitor | -18 | -14 | -15 | -17 | -32[20 µM] | -18
m-calpain inh | -1 | -23 | -26 | 13 | 0 | 1
FXIIa inh 1536 | 7 | 6 | 12 | 8 | 13 | 7
KCC2 mod | 0.35 | 8.2* | 0.024 | 0.24 | 0.83 | 1.1
Rad51 HR inh | 0 | -3 | 4 | -6 | -3 | 9
PERK inhibitor | 0.5 | 0.1 | 0.0 | -0.3 | -0.2 | 0.0

(7) CCN(CC)C(=O)Cn1cnc2sc(C(=O)N3CCN(Cc4ccc5c(c4)OCO5)CC3)c(C)c2c1=O
(8) CN(C)S(=O)(=O)Oc1ccc(C(=O)Nc2ccc([N+](=O)[O-])cc2)cc1
(9) CC(=O)c1cccc(NC(=O)c2cc(C(C)C)on2)c1
(10) O=C(Nc1cc(C(F)(F)F)ccc1N1CCCCC1)c1cccc([N+](=O)[O-])c1
(11) CN(C)c1nc(N)nc(CSc2nnnn2-c2cccc3ccccc23)n1
(12) Cc1cc(=O)n(CCC(=O)O)c2ccccc12
compound no. | 7 | 8 | 9 | 10 | 11 | 12
hK5 inh | -10 | 4 | -24 | -12 | -21 | -28
FXIa inh | -4 | 2 | 2 | -1 | -3 | 13
thrombin 1536 | 1 | -5 | -5 | -3 | -9 | -13
Furin inhibitor | -28 | -10 | -14 | -15 | -20[20 µM] | -21
m-calpain inh | -26 | 25 | -8 | 9 | -53 | -2
FXIIa inh 1536 | 5 | 7 | 8 | 7 | 15 | 7
KCC2 mod | 0.55 | 2.7 | -0.75 | 0.16 | x | 0.04
Rad51 HR inh | 21 | -8 | -1 | 1 | 13 | 5
PERK inhibitor | 0.7 | -0.2 | 0.5 | 0.3 | -0.7 | 1.7

(13) COc1ccc(-n2c3c(c(=O)[nH]c2=O)C(NC(C)=O)(C(F)(F)F)C(=O)N3)cc1 (stereo not drawn)
(14) COc1ccccc1CCc1nnc(CCC(=O)N(C)Cc2ccncc2C)o1
(15) O=c1c(Cc2ccc(F)cc2)c(O)ccn1Cc1ccc(Cl)cc1Cl
(16) N#C/C(=C\c1cccn1-c1ccccc1)C(=O)NC1CCCCC1
(17) COc1ccc(NC2=C3CC(C)CC=C3N(c3ccc(OC)cc3)C2=O)cc1 (stereo not drawn)
(18) O=c1[nH]c(=O)n(CCOc2ccc(Cl)cc2)cc1Br
compound no. | 13 | 14 | 15 | 16 | 17 | 18
hK5 inh | -3 | -3 | -10 | -2 | -17 | -13
FXIa inh | 0 | -5 | 1 | -3 | -2 | 0
thrombin 1536 | -1 | -22 | -6 | -2 | 3 | 1
Furin inhibitor | -23 | -13 | -21[20 µM] | -27 | -28 | -29
m-calpain inh | -16 | -2 | 6 | 18 | -32 | -7
FXIIa inh 1536 | -2 | 2 | 17 | 8 | -1 | 17
KCC2 mod | 1.2 | -0.5 | -0.39 | 0.33 | 1.7 | -0.25
Rad51 HR inh | 4 | 6 | 0 | -1 | 4 | -5
PERK inhibitor | 0.2 | -0.1 | 0.0 | -1.0 | 0.5 | 0.5

(19) O=c1cc(C(F)(F)F)[nH]c2c(C(F)(F)F)cccc12
(20) Cc1cc2c(c(=O)n1Cc1cccnc1)C(c1cccs1)C(C#N)=C(N)O2 (stereo not drawn)
(21) O=C(COC(=O)CCCNC(=O)c1ccc(Cl)cc1)Nc1cc(Cl)ccc1Cl
(22) COc1ccccc1NC(=O)C1CCC(CNc2c(N3CCCCC3)c(=O)c2=O)CC1 (stereo not drawn)
(23) CCC1=NN(C(=O)Cc2ccc([N+](=O)[O-])cc2)C(O)(C(C)(C)C)C1 (stereo not drawn)
(24) Cc1ccc(S(=O)(=O)N(C)c2ccc(OCC(=O)Nc3cccc(-n4cnnn4)c3C)cc2)cc1
compound no. | 19 | 20 | 21 | 22 | 23 | 24
hK5 inh | -18 | -30 | -12 | -1 | 6 | 7
FXIa inh | -6 | 17 | 5 | -5 | -3 | 6
thrombin 1536 | -1 | -5 | -1 | -3 | -3 | 0
Furin inhibitor | -18 | 0[20 µM] | -27 | -2 | -10 | -15
m-calpain inh | i | -14 | 4 | 26 | 8 | 16
FXIIa inh 1536 | 1 | 17 | 7 | 2 | 7 | 4
KCC2 mod | -0.84 | 0.93 | -0.32 | 0.55 | -0.65 | -0.42
Rad51 HR inh | -3 | -5 | 7 | 12 | 9 | 14
PERK inhibitor | 0.7 | 0.1 | 0.8 | 0.7 | 0.4 | -1.0

(25) O=C(c1sc2ccccc2c1Cl)N(Cc1ccco1)C1CCS(=O)(=O)C1 (stereo not drawn)
(26) CN(C)c1ccc(P(=O)(Nc2ccc([N+](=O)[O-])cc2)N2CCOCC2)c(NC(=O)c2cccs2)c1 (stereo not drawn)
(27) O=C(Nc1ncc(Cc2cccc(Cl)c2)s1)C1CCCO1 (stereo not drawn)
(28) O=C(NC1CCCCC1)C1CC(=O)N(c2cccc([N+](=O)[O-])c2)C1 (stereo not drawn)
(29) CC(=O)NC(=S)NNC(=O)C(c1ccccc1)c1ccccc1
(30) COc1ccccc1S(=O)(=O)Cc1ccc(C(=O)NCc2cccs2)o1
compound no. | 25 | 26 | 27 | 28 | 29 | 30
hK5 inh | -6 | -6 | -1 | -3 | -25 | -4
FXIa inh | -6 | -1 | 0 | -6 | -4 | -3
thrombin 1536 | -1 | -6 | -1 | -10 | -6 | -13
Furin inhibitor | -18 | -18 | -16[20 µM] | -3 | -19 | -20
m-calpain inh | -22 | 10 | -43 | -18 | -16 | -8
FXIIa inh 1536 | 13 | 4 | 5 | 5 | -7 | 8
KCC2 mod | x | 0.8 | -2.6 | -0.37 | -0.67 | -0.017
Rad51 HR inh | 2 | 0 | 3 | -39 | 0 | 2
PERK inhibitor | -1.0 | -0.1 | -0.2 | -0.1 | 0.5 | 0.0

(31) O=C(CN(C1CC1)S(=O)(=O)c1ccc(S(=O)(=O)N2CCCCCC2)cc1)Nc1ccccc1
(32) C/C(=N\O)C(=O)NCCCNCCCN(C)C
(33) O=C(COc1ccccc1)NNC(=O)c1cccs1
(34) Cc1ccc(Cn2nnnc2CN2CCC(O)(c3ccc(F)cc3)CC2)cc1
(35) Fc1ccccc1NC(=S)NNc1ncc(C(F)(F)F)cc1Cl
(36) CCOC(=O)c1ccc(CNC(=O)Cn2nnc(-c3ccc(C)cc3)n2)o1
compound no. | 31 | 32 | 33 | 34 | 35 | 36
hK5 inh | -4 | -12 | -8 | -6 | -239 | 1
FXIa inh | 3 | 1 | -2 | 2 | -3 | 0
thrombin 1536 | 0 | 5 | -11 | -5 | -4 | 6
Furin inhibitor | -15 | -18[20 µM] | -2 | -9 | -10[20 µM] | -19
m-calpain inh | -17 | -21 | -3 | -61 | 14 | -11
FXIIa inh 1536 | 14 | 3 | 6 | 20 | 4 | 12
KCC2 mod | 0.075 | x | -0.066 | -0.029 | 6.9* | -0.76
Rad51 HR inh | -7 | 5 | 6 | 5 | x | x
PERK inhibitor | -0.2 | -0.1 | 0.7 | -0.8 | 0.5 | 0.2

Source: PubChem (several laboratories)
